Screens from PubChem BioAssay.
M1 ag parental: nonselective activator or artifact in parental CHO-K1 cells. 360,000 compounds, 0.48% hits. activation, % at 3 µM. Fluo-8 calcium fluorescence; scaled to maximal ATP response, vehicle zero; in the data active = activation above about 15%;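 note: untransfected CHO-K1 host cells lacking M1 receptor as counterscreen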
CHO parental Ca: signal in parental CHO cells, OX1R antagonist counter-screen. parental CHO-K1, ATP-induced calcium, Fluo-8 fluorescence. inhibition, % at 5.6 µM. 330,000 compounds, 0.63% hits. AID 463079;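 active = inhibition above that plate's mean sample inhibition plus 3 SD, cut at about 26% in these data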;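 note: 0% = ATP-challenged DMSO wells and 100% = DMSO wells without ATP; some compounds past the cut are filed as inactive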
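Material: Parental CHO cells | Reagent: ATP | Compound dosing: Single nominal dose of 5.6 µM per compound | Detection: Intracellular calcium via Fluo-8 no-wash fluorescent dye | Read-out: % inhibition of ATP-induced calcium mobilization | Benchmarks: Low control ATP plus DMSO, high control DMSO only | Replicates: Singlicate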
GPR7 antag: antagonists of human GPR7 (neuropeptides B/W receptor 1); GPR7-expressing cells, fluorescence antagonist assay; 290,000 compounds, 1.1% hits; inhibition, % at 4.4 µM; P48145; in the data active = inhibition above about 16%, passing the limit was not always enough;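 note: cells stimulated with the agonist NPW; 0% = agonist with vehicle and 100% = vehicle without agonist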
CHO-K1 Ca PAM: nonselective activator or artifact in parental CHO-K1 calcium assay | activation, % at 3 µM | 360,000 compounds, 0.02% hits | ATP EC20, Fluo-8 calcium fluorescence; 0% at ATP EC20, 100% at ATP max;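 active = activation above the run cutoff, the mean activation of all test compounds plus 3 SD, cut at about 40% in these data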;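 note: peak over basal fluorescence ratio in a 140 s read after ATP addition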
V1aR counter: activates human V1a receptor in oxytocin agonist counter-screen; P37288; CHO-V1R cells, Fluo-8 calcium fluorescence, agonist mode; 0% DMSO, 100% 3 nM vasopressin; AID 2797; 320,000 compounds, 0.25% hits; activation, % at 3 µM;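 active = activation above the mean activation of all tested compounds plus 3 SD, per screening run, cut at about 20% in these data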;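 note: signal is peak over basal fluorescence ratio across a 100 second FLIPR read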
Target sequence (P37288 whole entry, looked up): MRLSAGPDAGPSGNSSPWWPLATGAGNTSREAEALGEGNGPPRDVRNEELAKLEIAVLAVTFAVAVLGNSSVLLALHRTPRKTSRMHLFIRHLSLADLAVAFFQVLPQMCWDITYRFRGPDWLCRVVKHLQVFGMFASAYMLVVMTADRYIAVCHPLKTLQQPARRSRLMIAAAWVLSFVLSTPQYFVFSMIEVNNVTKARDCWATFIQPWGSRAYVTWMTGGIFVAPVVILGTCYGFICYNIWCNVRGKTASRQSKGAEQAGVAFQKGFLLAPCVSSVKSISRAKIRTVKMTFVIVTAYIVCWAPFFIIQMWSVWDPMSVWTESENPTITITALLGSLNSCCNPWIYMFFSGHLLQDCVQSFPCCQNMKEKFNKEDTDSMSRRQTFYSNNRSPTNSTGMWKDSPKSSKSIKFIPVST
TAAR1 antag: antagonists of human TAAR1 | CHO RD-HGA16 TAAR1, Fluo-8 calcium fluorescence, antagonist | inhibition, % at 3 µM | 360,000 compounds, 1.5% hits;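 active = inhibition above a per-plate cutoff, the mean inhibition of test compounds on that plate plus 3 SD, cut at about 49% in these data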;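 note: 0% = DMSO plus EC80 beta-PEA response and 100% = DMSO alone without agonist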
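Material: CHO RD-HGA16 cells bearing hTAAR1; compound dosing: one-point dosing, 3 µM nominal final; schedule: dye loading 75 min at 37 °C, then 30 min room temperature; measured by: calcium fluorescence with Fluo-8; control set: vehicle and agonist controls; replication: n of 1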
OXTR potentiate: human OXTR potentiation; CHO-OTR cells, Fluo-8 calcium fluorescence, potentiator mode; 0% = oxytocin EC15, 100% = EC100; activation, % at 3 µM; 320,000 compounds, 0.061% hits; AID 2445;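 active = activation above that plate's cutoff, the mean activation of tested compounds plus 3 SD, cut at about 6.6% in these data, passing the limit was not always enough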;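 note: 100% uses oxytocin at 75 nM as the full agonist control; some results filed as inactive read as strong as hits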
Target sequence (P30559 whole entry, looked up): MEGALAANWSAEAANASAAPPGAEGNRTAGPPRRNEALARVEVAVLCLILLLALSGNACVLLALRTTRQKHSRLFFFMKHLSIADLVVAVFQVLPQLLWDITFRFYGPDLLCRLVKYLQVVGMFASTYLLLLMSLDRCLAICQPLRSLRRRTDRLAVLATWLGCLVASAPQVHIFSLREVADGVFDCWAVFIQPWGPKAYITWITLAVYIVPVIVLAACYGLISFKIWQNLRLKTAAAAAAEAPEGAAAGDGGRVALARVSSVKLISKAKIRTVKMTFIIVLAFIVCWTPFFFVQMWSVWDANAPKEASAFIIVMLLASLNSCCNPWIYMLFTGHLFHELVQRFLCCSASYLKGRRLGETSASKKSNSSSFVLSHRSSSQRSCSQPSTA
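Material: human OTR in CHO cells. Compound: 3.0 µM, one dose. Timing: compound 6 min at room temperature before oxytocin, 100 s read. Evaluation: % activation of max/min ratio relative to oxytocin controls. Replication: single well per compound, singlicate. Signal: Fluo-8 calcium dye fluorescence.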
OXTR agonist: human OXTR agonism | 320,000 compounds, 0.32% hits | CHO-OTR cells, Fluo-8 calcium fluorescence; normalized: DMSO 0%, oxytocin 100% | P30559 | activation, % at 3 µM;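 active = activation above the mean of all tested compounds plus 3 SD, cutoff set per screening run, cut at about 20% in these data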;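 note: peak over basal fluorescence ratio from a 100 s FLIPR kinetic read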
CHO-K1 Ca antag: M1 antagonist counterscreen hit in parental CHO-K1 cells; 360,000 compounds, 0.6% hits; ATP-induced calcium, Fluo-8 fluorescence; AID 602250; inhibition, % at 3 µM;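 active = inhibition above a per-plate cutoff, the plate's mean sample inhibition plus 3 SD, cut at about 24% in these data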;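 note: 0% = DMSO plus EC80 ATP and 100% = DMSO alone without ATP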
Active calls of the source: *.

What do the screens show for `CSCCC(NC(=O)c1ccccc1)C(=O)NCCc1ccccc1` (stereo unspecified)?
M1 ag parental: 0.2; CHO parental Ca: -22; GPR7 antag: -6; CHO-K1 Ca PAM: -16; V1aR counter: -0.8; TAAR1 antag: -5; OXTR potentiate: 1; OXTR agonist: -1.0; CHO-K1 Ca antag: -1

What do the screens show for `O=C(Nc1ccc2c(c1)OCCO2)NC12CC3CC(CC(C3)C1)C2`?
M1 ag parental: 2.7; CHO parental Ca: -7; GPR7 antag: -10; CHO-K1 Ca PAM: 18; V1aR counter: -1.4; TAAR1 antag: 27; OXTR potentiate: -8; OXTR agonist: -1.7; CHO-K1 Ca antag: -11

Results for COc1ccc(-c2nc(N)nc(C)c2-c2ccc(Cl)cc2)c(O)c1 ?
M1 ag parental: 0.6; CHO parental Ca: -21; GPR7 antag: -20; CHO-K1 Ca PAM: 19; V1aR counter: 0.1; TAAR1 antag: 7; OXTR potentiate: -22; OXTR agonist: -1.3; CHO-K1 Ca antag: -15

Results for Cc1[nH]nc(SCC(=O)NCC(C)C)c1[N+](=O)[O-] ?
M1 ag parental: 0.5; CHO parental Ca: -1; GPR7 antag: 0; CHO-K1 Ca PAM: -11; V1aR counter: 0.1; TAAR1 antag: -22; OXTR potentiate: 0; OXTR agonist: 1.4; CHO-K1 Ca antag: -3

How did Cn1c(=O)c2c(-c3ccccc3)n(-c3ccc(N)cc3)cc2n(C)c1=O do in these assays?
M1 ag parental: 0.5; CHO-K1 Ca PAM: 6; TAAR1 antag: -8; CHO-K1 Ca antag: -16

Results for Cc1cnc(C(=O)OCC(=O)NCc2cccc(Cl)c2)cn1 ?
M1 ag parental: -0.2; CHO parental Ca: -1; CHO-K1 Ca PAM: 13; V1aR counter: -0.7; TAAR1 antag: -7; OXTR potentiate: -5; OXTR agonist: -0.5; CHO-K1 Ca antag: -11

Results for COc1ccc(-n2nc(C(=O)NCC(=O)O)c3ccccc3c2=O)cc1 ?
M1 ag parental: 0.2; CHO parental Ca: 4; GPR7 antag: -13; CHO-K1 Ca PAM: 12; V1aR counter: -0.2; TAAR1 antag: -22; OXTR potentiate: -10; OXTR agonist: 0.1; CHO-K1 Ca antag: 3

How did CCOC(=O)c1c(C)[nH]c(C(=O)OCc2ccccc2)c1C do in these assays?
M1 ag parental: -0.7; CHO parental Ca: -13; GPR7 antag: -18; CHO-K1 Ca PAM: -18; V1aR counter: -0.3; TAAR1 antag: -9; OXTR potentiate: 0; OXTR agonist: -1.6; CHO-K1 Ca antag: 8

How did COc1ccc(-n2nc(C(=O)NCC(=O)NC(C)C)c3ccccc3c2=O)cc1 do in these assays?
M1 ag parental: 3.7; CHO parental Ca: -19; GPR7 antag: -12; CHO-K1 Ca PAM: -2; V1aR counter: 3.0; TAAR1 antag: 3; OXTR potentiate: -2; OXTR agonist: 0.0; CHO-K1 Ca antag: -14

How did COc1ccc(NC(=O)C2(C)Cc3c(-c4ccccc4)ccnc3O2)cc1OC (stereo unspecified) do in these assays?
M1 ag parental: 4.2; CHO-K1 Ca PAM: 12; TAAR1 antag: -8; CHO-K1 Ca antag: -8

What do the screens show for `C/C(=N\Nc1ccc(C(=O)O)cc1)c1ccc(Br)cc1`?
M1 ag parental: 0.7; CHO parental Ca: 0; GPR7 antag: 5; CHO-K1 Ca PAM: 12; V1aR counter: 10.0; TAAR1 antag: 4; OXTR potentiate: -11; OXTR agonist: 13; CHO-K1 Ca antag: -8

Results for CCN1CCCC1CNC(=O)Cn1cc2c(n1)CCC(C)C2 (stereo unspecified) ?
M1 ag parental: -0.2; CHO parental Ca: -15; GPR7 antag: 0; CHO-K1 Ca PAM: -7; V1aR counter: 0.1; TAAR1 antag: -5; OXTR potentiate: -5; OXTR agonist: -0.8; CHO-K1 Ca antag: 15

How did CCCCc1ccc(-c2nc(NC(=O)C3C4CCC(O4)C3C(=O)O)sc2C)cc1 (stereo unspecified) do in these assays?
CHO parental Ca: 2; GPR7 antag: -16; V1aR counter: -1.2; OXTR potentiate: -15; OXTR agonist: -3.0

Results for O=C(O)c1cccc(N2C(=O)C3C4C=CC(C4=C(c4ccccc4)c4ccccc4)C3C2=O)c1 (stereo unspecified) ?
M1 ag parental: -0.4; CHO parental Ca: 10; GPR7 antag: -2; CHO-K1 Ca PAM: 0; V1aR counter: -0.7; TAAR1 antag: 6; OXTR potentiate: -7; OXTR agonist: 0.3; CHO-K1 Ca antag: -7

How did CC1=CC(C)(C)N(C(=O)CN2C(=O)CCC2=O)c2ccccc21 do in these assays?
M1 ag parental: -0.7; CHO parental Ca: -11; GPR7 antag: -12; CHO-K1 Ca PAM: 10; V1aR counter: -1.1; TAAR1 antag: -2; OXTR potentiate: -1; OXTR agonist: -1.4; CHO-K1 Ca antag: -13

Results for CCC1CCCCN1C(=O)COC(=O)c1cc2ccccc2cc1O (stereo unspecified) ?
M1 ag parental: 6.4; CHO parental Ca: -9; GPR7 antag: 1; CHO-K1 Ca PAM: 15; V1aR counter: 3.0; TAAR1 antag: 0; OXTR potentiate: -26; OXTR agonist: -0.2; CHO-K1 Ca antag: 10

Results for COc1ccccc1N(CN1C(=O)c2ccccc2C1=O)C(=O)c1cccc(C)c1 ?
M1 ag parental: 0.4; CHO parental Ca: -7; GPR7 antag: -2; CHO-K1 Ca PAM: -8; V1aR counter: -0.5; TAAR1 antag: -13; OXTR potentiate: -1; OXTR agonist: -1.9; CHO-K1 Ca antag: 11

How did CCN=c1sc(C(=O)OC)cc(=O)n1CC do in these assays?
M1 ag parental: 0.7; CHO parental Ca: 5; GPR7 antag: -12; CHO-K1 Ca PAM: 21; V1aR counter: 0.7; TAAR1 antag: 15; OXTR potentiate: -18; OXTR agonist: 0.1; CHO-K1 Ca antag: -14

What do the screens show for `O=C1CSC(=S)N1N1C(=O)c2cccc([N+](=O)[O-])c2C1=O`?
CHO parental Ca: -3; GPR7 antag: -5; V1aR counter: 1.1; OXTR potentiate: -7; OXTR agonist: 0.6

What do the screens show for `COc1ccc(/C=C2\CCCC3C2=NN(C(=O)c2ccco2)C3c2ccc(OC)c(OC)c2)cc1OC` (stereo unspecified)?
M1 ag parental: 0.1; CHO parental Ca: -30; GPR7 antag: 0; CHO-K1 Ca PAM: 4; V1aR counter: -1.4; TAAR1 antag: -12; OXTR potentiate: -17; OXTR agonist: -1.2; CHO-K1 Ca antag: 0

Next part (3 carried over from the part before).
How did CCN=c1sc(C(=O)OC)cc(=O)n1CC do in these assays?
M1 ag parental: 0.7; CHO parental Ca: 5; GPR7 antag: -12; CHO-K1 Ca PAM: 21; V1aR counter: 0.7; TAAR1 antag: 15; OXTR potentiate: -18; OXTR agonist: 0.1; CHO-K1 Ca antag: -14

What do the screens show for `O=C1CSC(=S)N1N1C(=O)c2cccc([N+](=O)[O-])c2C1=O`?
CHO parental Ca: -3; GPR7 antag: -5; V1aR counter: 1.1; OXTR potentiate: -7; OXTR agonist: 0.6

What do the screens show for `COc1ccc(/C=C2\CCCC3C2=NN(C(=O)c2ccco2)C3c2ccc(OC)c(OC)c2)cc1OC` (stereo unspecified)?
M1 ag parental: 0.1; CHO parental Ca: -30; GPR7 antag: 0; CHO-K1 Ca PAM: 4; V1aR counter: -1.4; TAAR1 antag: -12; OXTR potentiate: -17; OXTR agonist: -1.2; CHO-K1 Ca antag: 0

How did O=C(CCN1CCCCCC1)Nc1ccc2c(c1)OCCO2 do in these assays?
M1 ag parental: 0.0; CHO parental Ca: -15; GPR7 antag: -5; CHO-K1 Ca PAM: -14; V1aR counter: 0.0; TAAR1 antag: -8; OXTR potentiate: -6; OXTR agonist: -0.1; CHO-K1 Ca antag: 4

How did CC(C)=CCC/C(C)=C/CNC(=O)C[C@H]1C[C@H](C(=O)N2CCOCC2)[C@@]2(C)c3[nH]c4cc(-c5ccco5)ccc4c3CCN2C1=O do in these assays?
M1 ag parental: 0.2; CHO parental Ca: -23; CHO-K1 Ca PAM: 10; CHO-K1 Ca antag: -6

How did CC(C)Cc1nnc(NC(=O)c2ccc3c(=O)n4c(nc3c2)CCC4)s1 do in these assays?
M1 ag parental: -0.3; CHO parental Ca: -16; GPR7 antag: -13; CHO-K1 Ca PAM: -21; V1aR counter: 0.1; TAAR1 antag: -25; OXTR potentiate: -4; OXTR agonist: -0.7; CHO-K1 Ca antag: 8

How did CCC(=S)/C=C1\Sc2ccc3ccccc3c2N1CCCS(=O)(=O)O do in these assays?
CHO parental Ca: -5; GPR7 antag: 1; V1aR counter: 0.6; OXTR potentiate: -5; OXTR agonist: -0.5

Results for C#CCNC(=O)C1=C[C@H](c2ccccc2)C[C@H](OCCCCO)O1 ?
M1 ag parental: 2.6; CHO parental Ca: -17; GPR7 antag: -2; CHO-K1 Ca PAM: 18; V1aR counter: 0.1; TAAR1 antag: -12; OXTR potentiate: -1; OXTR agonist: -0.2; CHO-K1 Ca antag: -10

How did [O-][n+]1ccc(C2CC2)cc1 do in these assays?
M1 ag parental: -0.2; CHO parental Ca: 2; GPR7 antag: -9; CHO-K1 Ca PAM: 15; V1aR counter: -0.9; TAAR1 antag: -3; OXTR potentiate: -16; OXTR agonist: -0.1; CHO-K1 Ca antag: -14

Results for COc1cccc(NC(=O)CN(C)C(=O)c2c(C)noc2C)c1 ?
M1 ag parental: 0.1; CHO parental Ca: 1; CHO-K1 Ca PAM: -21; V1aR counter: 1.2; TAAR1 antag: -9; OXTR potentiate: -3; OXTR agonist: 0.5; CHO-K1 Ca antag: 8

What do the screens show for `CCC(Sc1nnnn1-c1ccccc1)C(=O)NC(C)c1ccccc1` (stereo unspecified)?
M1 ag parental: 1.6; CHO parental Ca: -11; GPR7 antag: -9; CHO-K1 Ca PAM: -1; V1aR counter: -0.7; OXTR potentiate: 0; OXTR agonist: -1.1; CHO-K1 Ca antag: -11

How did CCN(CC)S(=O)(=O)c1cccc(C(=O)N[C@H](C(=O)O)C(C)C)c1 do in these assays?
M1 ag parental: 0.0; CHO parental Ca: -2; GPR7 antag: 0; CHO-K1 Ca PAM: 9; V1aR counter: 0.4; TAAR1 antag: 25; OXTR potentiate: -3; OXTR agonist: -0.4; CHO-K1 Ca antag: -3

How did COc1ccc(CN2CCOCCOCCN(Cc3ccc(OC)cc3)CCOCCOCC2)cc1 do in these assays?
M1 ag parental: 2.5; CHO parental Ca: -7; GPR7 antag: 1; CHO-K1 Ca PAM: 19; V1aR counter: -0.3; TAAR1 antag: -11; OXTR potentiate: -5; OXTR agonist: 0.2; CHO-K1 Ca antag: -7

How did CCCCc1ccc(NS(=O)(=O)c2cccc(C(=O)N3CCCN(C)CC3)c2)cc1 do in these assays?
M1 ag parental: 0.8; CHO parental Ca: -38; CHO-K1 Ca PAM: 9; V1aR counter: 2.8; TAAR1 antag: 0; OXTR potentiate: -4; OXTR agonist: 5.3; CHO-K1 Ca antag: -16
